M5 ag: human M5 muscarinic receptor agonists, primary screen, CHO-K1 cells, Fluo-8 calcium fluorescence; 0.19% of 360,000 active; activation, % at 3 µM; CHO-K1 hM5 cells; 0% DMSO wells, 100% maximal acetylcholine response; Muscarinic acetylcholine receptor M5 (Homo sapiens), P08912;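 active = activation above the run's mean over test compounds plus 3 SD, cut at about 23% in these data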;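 note: signal is peak over basal fluorescence ratio across the kinetic read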
Target sequence (P08912 whole entry, looked up): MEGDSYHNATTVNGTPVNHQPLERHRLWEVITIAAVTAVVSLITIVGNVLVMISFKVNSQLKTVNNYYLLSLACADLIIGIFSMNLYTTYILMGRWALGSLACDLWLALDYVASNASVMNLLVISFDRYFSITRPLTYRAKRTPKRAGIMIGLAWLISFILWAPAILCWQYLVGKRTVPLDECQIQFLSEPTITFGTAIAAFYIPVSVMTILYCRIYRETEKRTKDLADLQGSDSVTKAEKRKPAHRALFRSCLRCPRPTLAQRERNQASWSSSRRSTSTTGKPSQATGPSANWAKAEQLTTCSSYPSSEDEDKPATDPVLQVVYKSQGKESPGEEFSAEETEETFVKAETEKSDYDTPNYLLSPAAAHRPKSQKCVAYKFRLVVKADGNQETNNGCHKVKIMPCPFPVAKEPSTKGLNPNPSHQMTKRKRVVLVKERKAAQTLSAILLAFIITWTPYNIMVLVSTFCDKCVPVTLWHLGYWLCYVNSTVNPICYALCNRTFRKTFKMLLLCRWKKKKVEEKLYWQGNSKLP
CHRM4 antagonist: human M4 muscarinic receptor antagonists, primary screen, CHO cells, Fluo-8 calcium fluorescence | Muscarinic acetylcholine receptor M4 (Homo sapiens), P08173 | CHO-hM4 cells, ACh EC80 | inhibition, % at 3 µM | 0.73% of 360,000 active | AID 624125, 2012;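 active = inhibition above its plate's cutoff, the mean inhibition of sample wells plus 3 SD, cut at about 27% in these data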;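 note: 0% = acetylcholine EC80 with DMSO and 100% = DMSO without agonist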
Target sequence (P08173 whole entry, looked up): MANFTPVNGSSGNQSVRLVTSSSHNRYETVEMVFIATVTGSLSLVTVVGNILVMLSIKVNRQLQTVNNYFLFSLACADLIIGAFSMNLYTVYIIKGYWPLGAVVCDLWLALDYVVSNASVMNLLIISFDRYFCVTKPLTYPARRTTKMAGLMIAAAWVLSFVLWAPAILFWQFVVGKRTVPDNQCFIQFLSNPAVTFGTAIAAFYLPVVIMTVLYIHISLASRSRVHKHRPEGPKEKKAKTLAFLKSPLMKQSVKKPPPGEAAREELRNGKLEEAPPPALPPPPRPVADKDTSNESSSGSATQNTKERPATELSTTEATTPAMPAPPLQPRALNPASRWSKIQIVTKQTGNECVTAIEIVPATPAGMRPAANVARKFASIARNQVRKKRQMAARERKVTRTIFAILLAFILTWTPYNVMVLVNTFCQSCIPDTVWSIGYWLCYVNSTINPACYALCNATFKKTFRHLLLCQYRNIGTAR
CHRM4 PAM: human M4 muscarinic receptor positive allosteric modulators, primary screen, CHO-K1 cells, Fluo-8 calcium fluorescence. AID 624126, 2012. activation, % at 3 µM. CHO-K1 hM4/Gqi5, ACh EC20; 0% = ACh EC20, 100% = maximal ACh. Muscarinic acetylcholine receptor M4 (Homo sapiens), P08173. 0.4% of 360,000 active;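 active = activation above its plate's cutoff, the mean activation of sample wells plus 3 SD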; note: some results filed as inactive read as strong as hits
M5 PAM: human M5 muscarinic receptor positive allosteric modulators, primary screen, CHO-K1 cells, Fluo-8 calcium fluorescence | 0.3% of 360,000 active | AID 624038, 2012 | activation, % at 3 µM | CHO-K1 hM5, ACh EC20 PAM; 0% = ACh EC20, 100% = ACh EC100 | Muscarinic acetylcholine receptor M5 (Homo sapiens), P08912;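 active = activation above the run cutoff, the mean activation of all test compounds plus 3 SD, cut at about 18% in these data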
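Assay system – human M5 receptor in CHO-K1 cells · Read-out – % activation, ACh-normalized · Technique – Fluo-8 calcium fluorescence · Dosing – single-point, 3 µM nominal · Incubation – Fluo-8 loading 80 min at 37 °C plus 30 min room temperature · Repeats – singlicate, one well per test compound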
M4 ag: human M4 muscarinic receptor agonists, primary screen, CHO-K1 cells, Fluo-8 calcium fluorescence | CHO-K1 hM4/Gqi5; vehicle 0%, full acetylcholine response 100% | activation, % at 3 µM | 0.14% of 360,000 active;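 active = activation above the run mean over all test wells plus 3 SD, cut at about 32% in these data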;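 note: peak over basal fluorescence ratio per well then scaled between controls; 0% = DMSO wells and 100% = acetylcholine at EC100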
CHRM1 PAM: human M1 muscarinic receptor positive allosteric modulators, primary screen, CHO-K1 cells, Fluo-8 calcium fluorescence, 1536-well | Muscarinic acetylcholine receptor M1 (Homo sapiens), P11229 | CHO-K1 hM1, ACh EC20; 0% = ACh EC20, 100% = maximal ACh | activation, % at 3 µM | 0.088% of 360,000 active; in the data active = activation above about 19%, passing the limit was not always enough
CHRM1 antagonist: human M1 muscarinic receptor antagonists, primary screen, CHO-K1 cells, Fluo-8 calcium fluorescence, 1536-well; inhibition, % at 3 µM; CHO-K1 hM1, ACh EC80 antagonist; 1.3% of 360,000 active; AID 588852, 2011;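 active = percent inhibition above its own plate's cutoff, namely the mean of that plate's compound wells plus 3 SD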;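 note: peak over basal fluorescence ratio during 140 s after agonist addition; 0% = ACh EC80 plus DMSO and 100% = DMSO alone without agonist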
CRFBP-R2 agonist: agonists of CRF-BP/CRF-R2 complex, primary screen, cell-based, HEK293, calcium dye fluorescence, uHTS. CRF-binding protein / CRF receptor 2 complex (human). calcium dye fluorescence (FLIPR); percent of saturating CRF peptide response. activation, % at 13.2 µM. 0.46% of 350,000 active;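 active = activation of at least 50%, plus an integration ratio under a set limit after plate pattern correction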;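 note: plate controls were neutral control wells without compound for no effect and CRF at EC100 for full effect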
M5 antag: human M5 muscarinic receptor antagonists, primary screen, CHO cells, Fluo-8 calcium fluorescence; Muscarinic acetylcholine receptor M5 (Homo sapiens), P08912; CHO-hM5 cells, ACh EC80; inhibition, % at 3 µM; 0.59% of 360,000 active;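 active = inhibition above a per-plate cutoff, the mean of that plate's test compounds plus 3 SD, cut at about 27% in these data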;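 note: 0% = acetylcholine EC80 with DMSO and 100% = DMSO without agonist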
* marks the source's active call; other numbers are inactive results; . = no result given.

1: O=[N+]([O-])c1ccc(N2CCN(c3cccc(Cl)c3)CC2)cn1
2: COc1ccc([C@@H]2Sc3ccccc3NC(=O)[C@@H]2O)cc1
3: CCN(CC)CCn1c2c(c(SCC(=O)Nc3ccc4c(c3)OCCO4)nc1=O)CCC2
4: Cc1cc(C)n(-c2ccnc3cc(Cl)ccc23)n1
5: O=C(NCc1ccc2c(c1)OCO2)c1cc(-c2ccccc2)on1
6: CCOC(=O)c1ccc(S(=O)(=O)NCCNCc2ccccc2)cc1
7: COc1ccc(O)c(C(=O)CC(=O)c2ccncc2)c1
8: CCn1c(CNC(=O)COc2ccc(C(C)C)cc2)nnc1SCC(=O)Nc1ccccc1

Assay by compound	1	2	3	4	5	6	7	8
CHRM4 PAM	-12	-10	19	5	2	-6	2	-4
M5 PAM	-9	-2	-8	2	6	-3	4	-5
CHRM1 PAM	-1	2	1	8	-3	-3	-5	-4
M5 ag	-4	0	-2	-3	0	-2	-4	4
M5 antag	15	15	6	8	-9	6	6	6
CHRM4 antagonist	19	-4	-6	-4	6	9	3	-2
M4 ag	9	1	1	0	-1	4	2	8
CHRM1 antagonist	5	-3	0	-13	4	-4	12	-10
CRFBP-R2 agonist	-0.1	-4.3	-1.9	-1.3	0.9	1.8	-4.5	-4.6

9: COc1ccc(OCCCCc2c(C)n[nH]c2C)cc1
10: CCC(C)c1ccc(O)c(/C=N/O)c1 (centres undefined)
11: Cn1c(CCC(N)=O)nnc1SCC(=O)Nc1cc(S(=O)(=O)N2CCCC2)ccc1Cl
12: COc1cc(OC)c(C(=O)NNC(=O)CN(C)S(=O)(=O)c2ccc(Cl)cc2)cc1OC
13: CCCCn1c(N)c(N(CC(C)C)C(=O)CC(NC(=O)c2ccccc2)c2ccccc2)c(=O)[nH]c1=O (centres undefined)
14: Cc1cc2c(cc(C(=O)NCc3cccnc3)n2Cc2ccc(Cl)cc2)o1
15: COc1ccc(CCC(=O)NCc2ccco2)cc1
16: O=C1CN(C(=O)COC(=O)CNS(=O)(=O)/C=C/c2ccccc2)c2ccccc2N1

Assay by compound	9	10	11	12	13	14	15	16
CHRM4 PAM	-4	3	1	4	0	-14	-2	-2
M5 PAM	-5	0	10	1	2	4	0	-5
CHRM1 PAM	-3	1	9	7	6	4	11	1
M5 ag	-1	-3	2	-6	2	-3	-4	0
M5 antag	10	-7	-3	12	-2	-12	4	-12
CHRM4 antagonist	-11	-3	-1	-2	-3	9	-4	-1
M4 ag	6	-1	-1	1	0	-1	0	0
CHRM1 antagonist	2	-4	-7	-12	-4	-11	-13	5
CRFBP-R2 agonist	1.1	1.1	-0.6	-0.1	1.2	0.8	3.4	-1.0

As entered above:
#10 | M5 PAM: 0
#14 | CHRM1 PAM: 4

Ordered by value in CHRM4 antagonist (smallest number first): 6 from the list above
item	structure	CHRM4 antagonist
9	COc1ccc(OCCCCc2c(C)n[nH]c2C)cc1	-11
15	COc1ccc(CCC(=O)NCc2ccco2)cc1	-4
10	CCC(C)c1ccc(O)c(/C=N/O)c1 (centres undefined)	-3
12	COc1cc(OC)c(C(=O)NNC(=O)CN(C)S(=O)(=O)c2ccc(Cl)cc2)cc1OC	-2
11	Cn1c(CCC(N)=O)nnc1SCC(=O)Nc1cc(S(=O)(=O)N2CCCC2)ccc1Cl	-1
14	Cc1cc2c(cc(C(=O)NCc3cccnc3)n2Cc2ccc(Cl)cc2)o1	9

Next part
17: CCCCN(C(=O)c1cccc(S(=O)(=O)N2CC(C)OC(C)C2)c1)c1c(N)n(CC(C)C)c(=O)[nH]c1=O (centres undefined)
18: CCOC(=O)N1CCN(S(=O)(=O)c2cn(C)c(=O)n(C)c2=O)CC1
19: CC1CC(C)CN(c2ccc([N+](=O)[O-])nc2)C1 (centres undefined)
20: CCc1cccc(NC(=O)CC2Oc3ccccc3NC2=O)c1 (centres undefined)
21: CC1(C(=O)Nc2ccc3c(c2)OCCO3)CCN1C(=O)Cc1cc(F)ccc1F (centres undefined)
22: Cc1sc2ncnc(OCC(=O)NCc3cccs3)c2c1C
23: Cc1ccc2occ(/C=C/C(=O)c3ccccc3O)c(=O)c2c1
24: CC1CCN(C(=O)CCCC(=O)O)CC1

Assay by compound	17	18	19	20	21	22	23	24
CHRM4 PAM	4	-1	0	-1	-1	6	-4	2
M5 PAM	3	-3	-2	-8	-3	-3	0	1
CHRM1 PAM	3	2	3	4	-1	-1	2	1
M5 ag	-3	-2	-5	-2	0	-2	-1	-2
M5 antag	-11	13	5	4	-3	3	2	0
CHRM4 antagonist	-5	-5	7	-2	-9	2	2	-6
M4 ag	0	1	1	3	2	2	2	1
CHRM1 antagonist	-2	0	-3	-11	-11	1	-12	1
CRFBP-R2 agonist	-0.6	0.2	0.7	-0.3	.	-4.6	1.9	-3.1

25: COCCn1c(=S)[nH]c2cc(C(=O)N3CCN(Cc4ccc5c(c4)OCO5)CC3)ccc2c1=O
26: N#Cc1cnc(SCC(=O)Nc2ccccc2C(F)(F)F)nc1N
27: Cc1c(C(=O)Nc2ccncc2)sc2nc(-c3ccc(F)cc3)cn12
28: CCOC(=O)C1(Cc2cccc(OC)c2)CCCN(S(=O)(=O)CC)C1 (centres undefined)
29: Cc1onc(-c2ccccc2)c1C(=O)Nc1nnc(N(C)Cc2ccccc2)s1
30: CC1(C(=O)NS(=O)(=O)C2CC2)CCN(C(=O)c2ccc3c(c2)OCO3)C1 (centres undefined)
31: CC(=O)c1ccc(OC(C)C)c(CC(C(N)=O)C(N)=O)c1
32: Cn1c(=NC(=O)CS(=O)(=O)c2ccc(F)cc2)sc2ccccc21

Assay by compound	25	26	27	28	29	30	31	32
CHRM4 PAM	9	5	-14	4	18*	0	3	-10
M5 PAM	-4	-3	-21	1	2	-2	-2	-7
CHRM1 PAM	6	2	-16	6	4	4	6	5
M5 ag	1	0	8	-2	3	1	2	-5
M5 antag	-2	2	11	13	0	0	-2	13
CHRM4 antagonist	5	4	-5	-7	-11	-8	-8	3
M4 ag	1	1	28	2	5	1	1	3
CHRM1 antagonist	2	4	15	-9	-8	-14	-12	-1
CRFBP-R2 agonist	4.0	-0.1	3.9	-1.3	-1.1	.	-1.0	-0.6

Next part; the last 2 above are carried over.
31: CC(=O)c1ccc(OC(C)C)c(CC(C(N)=O)C(N)=O)c1
32: Cn1c(=NC(=O)CS(=O)(=O)c2ccc(F)cc2)sc2ccccc21
33: Cc1[nH][nH]c(=O)c1/C=N/N1CCOCC1
34: O=C(NCc1nc2ccccc2[nH]1)c1cccc(S(=O)(=O)N2CCCC2)c1
35: O=NN(C(=O)NC1CCC(C(=O)O)CC1)C1CCC(C(=O)O)CC1 (centres undefined)
36: COc1ccc2c(c1)c(C(=O)CN1CCC3(CC1)OCCO3)c(C)n2C
37: CN(CC(=O)Nc1cc(C(F)(F)F)ccc1-n1cncn1)Cc1nc2ccccc2c(=O)[nH]1
38: COC(=O)C1=C(C)NC(=O)NC1c1ccccc1Cl (centres undefined)
39: CNS(=O)(=O)c1cn(CC(=O)NCc2ccc(OC)cc2)cc1S(=O)(=O)NC
40: C#CCNC(=O)C1=C[C@@H](c2ccc3c(c2)OCO3)[C@H](CCCO)[C@@H](OCC)O1

Assay by compound	31	32	33	34	35	36	37	38	39	40
CHRM4 PAM	3	-10	15	2	1	10	0	0	1	1
M5 PAM	-2	-7	2	0	-2	2	-7	10	-2	2
CHRM1 PAM	6	5	15	7	-2	8	4	18	12	14
M5 ag	2	-5	-1	-4	3	-1	4	5	-2	6
M5 antag	-2	13	0	-2	-2	-2	4	-7	5	2
CHRM4 antagonist	-8	3	4	5	2	6	-4	1	4	1
M4 ag	1	3	1	2	1	1	8	0	0	1
CHRM1 antagonist	-12	-1	2	-10	9	-8	-3	-9	-15	3
CRFBP-R2 agonist	-1.0	-0.6	-0.1	3.2	.	-0.3	0.6	-2.4	1.1	-1.6

41: CC(=O)Nc1ccc(NC(=O)CN(c2ccc(C34CC5CC(CC(C5)C3)C4)cc2)S(C)(=O)=O)cc1
42: COC(=O)[C@@H](NC(=O)Nc1ccc(OC(F)(F)F)cc1)C(C)C
43: Cc1cccc(C(=O)Nc2cccc(-c3cnc4ccccc4n3)c2)c1
44: O=c1[nH]c2ccc(Cl)cc2[nH]1
45: Cc1ccc(-n2nc3c(c2NC(=O)c2c(F)cccc2Cl)CS(=O)(=O)C3)cc1C
46: O=C(c1coc(=O)c(Br)c1)N1CCC(C(O)(c2ccccc2)c2ccccc2)CC1
47: Cc1ccc(-c2nc3ccccc3c(=O)n2N)cc1
48: Cc1cc(C2N=C(N)Nc3nc4ccccc4n32)c(C)n1-c1ccccc1Cl (centres undefined)

Assay by compound	41	42	43	44	45	46	47	48
CHRM4 PAM	3	-7	-5	-1	-3	-14	-3	0
M5 PAM	8	1	-4	-15	-3	-9	-3	0
CHRM1 PAM	8	9	-6	9	9	-6	7	-7
M5 ag	2	-4	4	1	-2	-17	8	-4
M5 antag	-8	0	-6	14	6	9	-9	11
CHRM4 antagonist	-6	1	-4	2	-5	0	0	-7
M4 ag	2	1	1	7	7	9	8	1
CHRM1 antagonist	-27	-9	12	-13	-8	15	-13	10
CRFBP-R2 agonist	0.1	-0.3	-0.5	1.6	-1.7	-0.5	-0.3	0.6

49: Cc1cc(OCC(=O)NCCCn2ccnc2)c2c(C)c(C)c(=O)oc2c1
50: Cc1ccccc1OCC(=O)OCC(=O)NCCNC(=O)COC(=O)COc1ccccc1C
51: Cc1ccc(NC(=O)CSc2nnc(-c3ccco3)o2)c(C)c1
52: CC(=O)N=c1sc(S(N)(=O)=O)nn1C
53: COc1ccccc1C1C=C(c2ccccc2)Nc2nnnn21 (centres undefined)
54: O=C(NCCN1CCOCC1)c1ccc2c(c1)ncn2C1CCCCC1
55: Cc1cccc(C)c1NC(=O)CN1CCN(C(=O)c2ccc(OCc3cn4ccccc4n3)cc2)CC1
56: Cc1cccc(NC(=O)CNC(=O)CN2C(=O)NC(C)(CCC(C)C)C2=O)c1C (centres undefined)
57: Cc1ccc(-c2oc3ccccc3c(=O)c2O)cc1

Assay by compound	49	50	51	52	53	54	55	56	57
CHRM4 PAM	9	3	4	3	-2	7	0	9	6
M5 PAM	9	-2	2	-1	2	7	-9	0	0
CHRM1 PAM	3	3	9	6	9	8	4	7	6
M5 ag	-4	0	-1	0	1	0	0	3	2
M5 antag	-5	1	-4	-9	2	3	18	-6	-5
CHRM4 antagonist	-15	-5	-6	-24	-1	11	4	-22	-20
M4 ag	0	4	0	1	0	0	3	1	-1
CHRM1 antagonist	-6	-3	-6	-34	-10	-13	-11	-10	-18
CRFBP-R2 agonist	3.2	-2.2	0.8	-1.9	21	-0.1	1.3	1.3	36
